Source: PubChem (National Center for Advancing Translational Sciences (NCATS))
Pf Dd2 growth = qHTS Primary assay for Inhibitors of Plasmodium falciparum Dd2 growth in vitro; P. falciparum Dd2 growth, SYBR Green, 72 h; Potency, µM (series often up to 28.9 µM), without a hit: at the highest dose activity, negative = inhibition, usual class: inhibitors; 120,000 compounds, 4.3% hits; active = well fitted inhibition curve with a large enough effect; inconclusive = small, poorly fitted or top-dose-only effect; inactive = no such curve, though single readings can be large or run the other way;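 also: plate controls were DMSO vehicle for no effect and reference drug for full effect; nearly all actives have a fitted effect of over 65% in size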
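Infected erythrocytes (Dd2, 0.3% parasitemia, 2.5% hematocrit final) are added to compound in RPMI-1640/Albumax II medium, grown 72 h at 37C in low oxygen, then lysed with saponin/Triton-X containing SYBR Green and read by fluorescence.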
The depositor's hits bear a star; i = inactive; ? = inconclusive; [ ] = dose if it differs, or a comment. Potency is read from the fitted curve at half-maximal effect. The list is partial; count on the stated rates, not on these rows.

structure,Pf Dd2 growth
NC1C[C@H](Cn2cc(-c3cccnc3)nn2)[C@@H](O)[C@H]1O (stereo not given in full),7.1%[44.1 µM]
Cn1c(=O)c2sccc2n2c(CCC(=O)NCc3ccc(F)cc3)nnc12,54.5%[activator][5.79 µM]
COc1ccc(NC(=O)O[C@@H]2CC[C@]3(C)C(CC[C@@H](O)[C@H]3CC(=O)NCc3ccccc3OC)[C@]2(C)CO)cc1 (stereo not given in full),?
COc1ccc(CC(=O)Nc2nc3c(s2)CC(C(C)(C)C)CC3)cc1 (stereo not given),-27.5%
Cc1noc(-c2ccc(N3CCCCC3)c([N+](=O)[O-])c2)n1,62.0%[activator]
O=C(Nc1ccc(Cl)nc1)c1cc2cccnn2n1,i
O=C(CCc1nc2ccccc2s1)N1CCN(C(=O)N2CC3CC(C2)[C@H]2CCCC(=O)N2C3)CC1 (stereo not given in full),-8.7%
Cc1ccc2[nH]c(=O)c(CCC(=O)NCc3ccncc3)cc2c1,31.2%[activator]
COc1ccc2cc(CNc3ccccc3)c(=O)n(CC(=O)Nc3ccc(C(C)=O)cc3)c2c1,i
COc1ccc(S(=O)(=O)NCCc2csc3nc(-c4ccc(OC)c(OC)c4)nn23)cc1C,-25.6%
CC1CCCN(C(=O)CCN2CCN(CCc3ccccc3)CC2)C1 (stereo not given),-13.9%
CCc1cccc(-n2nnc(-c3nsc(NC(=O)c4cccc(OC)c4)n3)c2C)c1,14.6%
CCCC(=O)Nc1cccc(C(=O)NC(C(=O)O)c2c(C)n[nH]c2C)c1 (stereo not given),-12.6%
O=C(NCc1ccccc1Cl)C1CCN(c2cnc3nccnc3c2)CC1,11.2%
COc1ccc(C(=O)N2CCC3(CC2)NC(=O)N(c2ccc(F)cc2)N3)cc1F,-22.9%
O=C(Nc1ccc([C@H]2OCC(=O)N(Cc3ccccc3)[C@@H]2CO)cc1)C1CCOCC1,?
COc1ccc(CCNC(=O)c2ccc3c(c2)N(C)C2CCCCN2C3=O)cc1OC (stereo not given),i
COc1cc(CNCCOc2ccccc2)ccc1OCC(O)CN1CCOCC1 (stereo not given),?
COC1CCN(c2ccc(C(=O)N3CCC(N4CCOCC4)CC3)cn2)CC1,-12.9%
CCOc1cc2c(cc1OCC)C(CC(=O)OC)N(C(=O)Nc1cc(C)cc(C)c1)CC2 (stereo not given),20.4%
COc1ccc(Cl)cc1NC(=O)C1CCN(S(=O)(=O)c2ccc3c(c2)CC(C)N3C(C)=O)CC1 (stereo not given),?
O=C(CSc1c2c(nc3cc(Cl)ccc13)CCCC2)N1CCN(c2ccccc2F)CC1,?
Cc1ccc(N2CCN(C(=O)c3c(C)oc4ncn(CC(C)C)c(=O)c34)CC2)c(C)c1,5.3%
CCOC(=O)c1c(C)[nH]c(C)c1S(=O)(=O)N1CCC(C(=O)N2CCN(c3cccc(C)c3)C(C)C2)CC1 (stereo not given),-18.0%

Part of the list above, reformatted:
> CCOc1cc2c(cc1OCC)C(CC(=O)OC)N(C(=O)Nc1cc(C)cc(C)c1)CC2 (stereo not given)
  Pf Dd2 growth: 20.4%

> COc1ccc(Cl)cc1NC(=O)C1CCN(S(=O)(=O)c2ccc3c(c2)CC(C)N3C(C)=O)CC1 (stereo not given)
  Pf Dd2 growth: ?

> O=C(CSc1c2c(nc3cc(Cl)ccc13)CCCC2)N1CCN(c2ccccc2F)CC1
  Pf Dd2 growth: ?

> Cc1ccc(N2CCN(C(=O)c3c(C)oc4ncn(CC(C)C)c(=O)c34)CC2)c(C)c1
  Pf Dd2 growth: 5.3%

Continuation:
structure,Pf Dd2 growth
N#Cc1ccc(C(=O)N2CCC3(CC2)NC(=O)N(Cc2ccccc2Cl)C3=O)cc1,2.51µM*
CCc1c(C)nc2nncn2c1Nc1ccc(Cl)cc1,35.4%[activator]
CCOCCCNC(=O)C1Cn2cccc2C(=O)N1 (stereo not given),20.4%
CC(=O)NCCNC[C@@H]1C=C(C)[C@H](Cc2nnc(-c3ccc(C)cc3)o2)C[C@H]1C(C)C,?
COc1ccc(C(=O)Nc2nnc(S(=O)(=O)N3CCN(c4ccc(C)cc4)CC3)s2)cc1,61.4%[activator][5.79 µM]
COc1ccc(OCC(=O)N2CCN(CCc3ccncc3)CC2)cc1,19.4%
O=C(c1ccc2ncccc2c1)N1CCCCCC1c1nnc(-c2ccccc2)o1 (stereo not given),?
O=C(NC1CCCN(c2cc(-c3ccccc3)[nH]n2)C1)c1ccccc1Cl (stereo not given),i
O=C(c1ccc2c(c1)OCO2)N1CCCC2(CNc3ccccc3[S+](=O)([O-])N2)C1 (stereo not given),-8.0%
COc1ccc(CNC(=O)C(C(C)C)N2Cc3ccccc3C2=O)cc1 (stereo not given),44.3%[activator]
CCCCc1nn(CC(=O)N(C)Cc2cc(C)on2)c(=O)n1CC,10.1%
O=C(c1cn(CCC2CCCCC2)nn1)N1CCN(C(=O)c2ccco2)CC1,-28.0%
CCCCOc1ccc(C2c3c(oc4ccc(C)cc4c3=O)C(=O)N2CCCN(C)C)cc1OCC (stereo not given),?
C=CCN(Cc1cccc(OCC)c1)C(=O)c1ccc(=O)[nH]c1,8.4%
CCN(CC)S(=O)(=O)c1ccc2c(c1)N(CC(=O)NCC(C)c1ccccc1)C(=O)CO2 (stereo not given),38.3%[activator]
COCC(=O)N[C@@H]1CN(C(=O)c2ccc(F)cc2)CC[C@@H]1CO,13.7%
CC(=O)c1ccc(NC(=O)c2cn(C)c(=O)c3ccccc23)cc1,i
CCN1CCN(c2ncc(C(C)(C)C(=O)O)c(N3CCOCC3)n2)CC1,-2.6%
Cc1cc(N2CCN(C(=O)Cn3nnnc3CN3CCC(C)CC3)CC2)cc(C)n1,0.1%
CCCN1CCN(C(=O)C2CCCN(c3cnn(Cc4ccccc4)c(=O)c3)C2)CC1 (stereo not given),i
COC(=O)c1ccccc1NC(=O)N1CCC(N2CCN(Cc3ccc(F)cc3)C(=O)C2=O)CC1,-14.3%
COC(=O)c1ccc(NC(=O)CN2CCN(S(=O)(=O)c3ccc(Br)cc3)CC2)cc1,5.3%
COc1ccc(N2CCN(c3nc(C(=O)N4CCN(C)CC4)cs3)CC2)cc1,?
CCOC(=O)c1c(NC(=O)CS(=O)(=O)c2ccc(C)cc2)sc2c1CCCCC2,43.1%[activator]
CC(=O)N1CCN([C@H]2[C@@H]3OC[C@@H](O3)[C@@H](NCc3ccc(OC(F)(F)F)cc3)[C@@H]2O)CC1,4.4%
O=C1CS(=O)C2(CCN(S(=O)(=O)Cc3ccccc3)CC2)N1CC1CC1 (stereo not given),?
Cc1ccc(CCNc2ncnc3onc(-c4ccc(Cl)cc4)c23)cc1,i
CCOC(=O)c1c(C)[nH]c(CCC(=O)NCc2ccc(OC)cc2OC)c1C,13.5%
CCOC(=O)C1=C(C)NC(=O)NC1c1cn(-c2ccccc2)nc1-c1ccc(OCC)cc1 (stereo not given),i
Cc1ccc2nc(C3CCCN(CC(C)C)C3)[nH]c(=O)c2c1 (stereo not given),?
O=C(Nc1cccc(-n2cccn2)c1)C1CCCN1C(=O)C1CCCCC1 (stereo not given),-13.6%
Cc1ccc(CN2CCCn3nc(C(=O)NCc4cc(C)ccc4C)cc3C2=O)cc1,-7.7%
Cc1nc(N2CCN(C(=O)c3cccc(F)c3)CC2)cc(C(F)(F)F)n1,-15.2%
COC[C@@H]1CN(C(=O)c2cc(Cl)ccc2F)C[C@H]1C(N)=O,7.4%
CC(C)C(NC(=O)C1CCN(C(=O)C2CC2)CC1)c1nccn1C (stereo not given),-0.4%
Cc1cccc2oc(CNC(=O)C(c3cccnc3)N3CCOCC3)nc12 (stereo not given),9.1%
Cc1cccc(NC(=O)Cn2cc(S(=O)(=O)c3ccc(F)cc3)c(=O)c3cc4c(cc32)OCO4)c1,-22.7%
O=C1NCCCCCCN(C(=O)c2ccncc2)[C@H]2CCCC[C@@H]12,-9.7%
CCn1cc(C(=O)N2CCN(c3cc(C)ccc3C)CC2)c(=O)c2cc(S(=O)(=O)N3CCOCC3)ccc21,-5.6%
COc1ccc(Nc2c(-c3ccsc3)nc3nc(C)cc(C)n23)cc1,?
Cc1cc(C(=O)N2CCCC(CCc3c(F)cccc3F)C2)no1 (stereo not given),i
O=C(Nc1ccc(N2CCOCC2)cc1)C1(CCO)CCN(c2ncccn2)C1 (stereo not given),-25.4%
CN(C)CCNC(=O)c1ccc2c(c1)N(Cc1c(F)cccc1Cl)C(=O)c1ccccc1S2,?
Cc1cc(C)c(S(=O)(=O)Nc2cc(Cl)c3oc4c(c3c2)C(=O)CCC4)cc1C,?
Cc1ccc(N(CC(=O)Nc2cc(C)ccc2C)S(=O)(=O)c2c(C)noc2C)cc1,?
CCCc1nc2sc3c(N4CCCCC4)ncnc3c2c2c1CCCC2,24.1%
COc1ccc(C(=O)NC2CCN(C(=O)N3CC4CC(C3)[C@H]3CCCC(=O)N3C4)CC2)cc1 (stereo not given in full),-3.9%
CCOC(=O)c1ccc(NC(=O)c2c(NCc3cc(OC)ccc3OC)sc3c2CCC3)cc1,?
COc1ccc(-c2nnc3n2CCN(C(C)=O)C3)cc1,-0.3%[44.1 µM]
CCCCCC(=O)N1CC[C@@H](CC(=O)NCc2ccccc2)[C@@H](CC)C1,-16.8%[44.1 µM]
Cc1nc2n(c1C(=O)N(C)c1ccccc1)CCC(Nc1ccc(F)cc1)C2 (stereo not given),-22.2%[44.1 µM]
Cc1nnc(NC(=O)c2cccn(Cc3ccccc3F)c2=O)s1,-8.9%
CCCCc1nn2c(=O)cc(COC(=O)c3ccccc3NC(=O)c3ccccc3OC)nc2s1,5.0%
CCC(C)NC(=O)Cn1ccc2cc(S(=O)(=O)N3CCCCC3)ccc21 (stereo not given),i
CCC(CC)C(=O)NC[C@@H]1C=C(C)[C@H](Cc2nc3ccc(OC)cc3[nH]2)C[C@H]1C(C)C,?
CC1=C(C(=O)NCc2ccccc2F)C2(CCCCC2)OC1=O,13.6%

Carrying on:
structure,Pf Dd2 growth
CC1CCCCN1c1nnc(NC(=O)Nc2ccccc2F)s1 (stereo not given),?
CN(Cc1ccccc1)C(=O)C[C@@H]1CCNC[C@@H]1Cc1cc(CN2CCCCC2)on1,?
CN(C)CCC(=O)N1Cc2ccccc2CC2(CCCCN2CC2CCOCC2)C1 (stereo not given),-29.7%
CNC(=O)[C@@H]1CN(C(=O)c2cnc[nH]2)C[C@H]1COC,22.7%
CCOC(=O)CC(NC(=O)c1cc2cc(Cl)ccc2oc1=O)c1ccc(C)cc1 (stereo not given),-12.2%
COc1cc(OC)cc(C(=O)NCCc2csc(-c3ccc(C(F)(F)F)cc3)n2)c1,0.7%
OC1CN(Cc2ccccc2)CCN(Cc2ccc(OC(F)F)cc2)C1 (stereo not given),i
CC(=O)c1c(C)nn(CCC(=O)N[C@@H]2CCNC[C@H]2O)c1C,?
CC(C)c1ccccc1NC(=O)CN1C(=O)NC2(CCOCC2)C1=O,8.0%
COC[C@@H]1CN(C(=O)c2ccc(OC)cc2OC)C[C@H]1c1ccncc1,-13.9%
Cc1cccn2c(=O)c(C(=O)NCCCN3CCCCC3C)c(O)nc12 (stereo not given),3.0%
CC(C)N1CCN(C(=O)CCC[C@@H]2[C@H]3CCCN4CCC[C@@H](CN2C(=O)c2cccnc2)[C@@H]34)CC1,7.8%
Cc1cc(C)cc(C(=O)NC(Cc2ccccc2)C(=O)N2CCN(c3ccccn3)CC2)c1 (stereo not given),?
c1cncc(CN2CCCCC2c2nc(CCOCC3CCOCC3)no2)c1 (stereo not given),?
CCn1nccc1C(=O)N1CCOc2ccc(CCC(N)=O)cc2C1,-14.4%
O=C(CC1CCOC2(CCN(Cc3ccsc3)CC2)C1)N1CCCC1 (stereo not given),-8.6%
Cn1ncc2c(C(=O)NCCc3ccc(Cl)cc3)cc(C(C)(C)C)nc21,46.0%[activator]
COc1ccc(N2CCN(C(=O)CN(C)S(=O)(=O)c3cccs3)CC2)cc1,14.8%
CC(=O)Nc1ccc(CN2C3CCC2CN(C(C)C)C3)cc1,8.9%[44.1 µM]
COCCn1c(-c2ccccc2)c(C)n2c3c(=O)n(C)c(=O)n(C)c3nc12,-23.3%
Cc1ccc(S(=O)(=O)c2cn(Cc3ccccc3F)c3cc4c(cc3c2=O)OCO4)cc1,?
COc1ccccc1N1CCN(C2CCCN(C3CCN(Cc4ccccc4)CC3)C2)CC1 (stereo not given),12.6µM*
CCC(=O)N(C1CCOCC1)C1CCN(S(=O)(=O)c2ccc(C)cc2C)CC1,i
COCCN1C(=O)c2ccccc2C(C(=O)Nc2nc3c(s2)CCC3)C12CCCC2 (stereo not given),12.6µM*
O=C1OC[C@@H]2CCN(CC3CCCCC3)Cc3ccc(F)cc3N12,-1.1%[44.1 µM]
CN(C)C(=O)c1cccc2c1CCN2C(=O)c1ccc(F)cc1,i
CCOc1ccc(NC(=O)c2oc3ccccc3c2NC(=O)C2CCCCC2)cc1,-3.1%
CCCNS(=O)(=O)c1cc(-c2nnc3c4ccccc4c(C)nn23)ccc1OC,?
Cc1cnc(C(=O)N2C[C@@H](COc3ccccc3)[C@H](C(N)=O)C2)cn1,3.9%
CC(C)c1cc(C(=O)N[C@@H]2COCC[C@@H]2OCc2cscn2)cs1,-13.2%
CN(Cc1ccccc1)Cc1cn([C@H]2CO[C@H]3[C@@H]2OC[C@@H]3NCc2ccc(N(C)C)cc2)nn1,i
